FLuc inhib CS – firefly luciferase enzyme inhibitors, primary screen, artefact control for luciferase-based inhibitor screens, biochemical, luminescence, ATPLite. Luciferin 4-monooxygenase (Photinus pyralis), P08659. 10 min. inhibition, % at 10 µM. 200,000 tested, 1.5% active;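 active = inhibition above about 50% when tested at 10 µM, limit read from the data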
Target sequence (P08659 whole entry, looked up): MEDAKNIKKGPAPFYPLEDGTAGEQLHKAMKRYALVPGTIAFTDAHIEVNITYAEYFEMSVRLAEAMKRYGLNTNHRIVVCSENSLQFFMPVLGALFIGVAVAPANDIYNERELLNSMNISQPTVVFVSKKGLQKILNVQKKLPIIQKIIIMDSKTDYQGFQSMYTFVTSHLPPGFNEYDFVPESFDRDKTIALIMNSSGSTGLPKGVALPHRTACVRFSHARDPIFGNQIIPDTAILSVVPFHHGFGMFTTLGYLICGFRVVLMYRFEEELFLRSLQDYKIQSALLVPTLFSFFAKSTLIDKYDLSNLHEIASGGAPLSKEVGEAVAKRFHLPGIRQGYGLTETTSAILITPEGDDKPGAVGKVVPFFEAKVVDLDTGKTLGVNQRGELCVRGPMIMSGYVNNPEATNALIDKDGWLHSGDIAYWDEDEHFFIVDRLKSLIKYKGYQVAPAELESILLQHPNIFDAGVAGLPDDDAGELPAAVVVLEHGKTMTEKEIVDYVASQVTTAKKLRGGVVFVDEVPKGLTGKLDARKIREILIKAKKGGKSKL
Hsp70 activator – Hsp70 transcriptional activators, primary screen, cell-based, HeLa, Hsp70 promoter luciferase, luminescence, 10 µM | AID 1203, 2008 | activation, % at 10 µM | 200,000 tested, 0.04% active | HeLa Hsp70 promoter luciferase reporter; scaled: vehicle 0, proteasome-inhibitor control 100%;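 active = activation above the mean across all tested compounds plus 3 SD, cutoff set per campaign, cut at about 5.5% in these data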;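 note: 100% = MG132 at 30 µM as the positive control and 0% = DMSO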
APP 5'UTR act – activators of APP 5'UTR luciferase reporter, primary screen, SH-SY5Y cells; SH-SY5Y APP 5'UTR luciferase reporter, luminescence; zero percent = DMSO vehicle wells; AID 1276, 2008; 190,000 tested, 1% active; activation, % at 2 µM;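 active = activation above a set limit, based on mean plus 3 SD of controls, cut at about 140% in these data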; note: values of inactives mirror those of a sister screen read the other way
Efa HMGR inh – inhibitors of E. faecalis class II HMGR, primary screen, biochemical, Enterococcus faecalis. 190,000 tested, 0.41% active. AID 1066, 2008. HMG-CoA reductase (Enterococcus faecalis, mvaE). purified E. faecalis HMGR, NADPH absorbance 340 nm kinetic. inhibition, % at 10 µM;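 active = inhibition above a set limit, the median over all tested compounds plus 3 SD, cut at about 9.5% in these data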;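 note: enzyme runs in reverse so mevalonate oxidation gives rising NADPH absorbance; 0% = complete reaction with DMSO and 100% = background rate lacking mevalonate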
NF-kB expr up – activators of NF-kB expression in neurons, primary screen, cell-based, HTS; human neuronal cells, NF-kB reporter expression; stronger effect = higher value; 190,000 tested, 1.6% active; fold change at 12.5 µM; in the data active = fold change above about 3.3
STAT1 activator – STAT1 signaling activators, primary screen, cell-based, HTS, luciferase reporter; AID 932, 2007; 200,000 tested, 2.6% active; activation (% of control), % at 5.5 µM; NIH 3T3 STAT1-luciferase reporter, IFN-gamma, luminescence; 100% = IFN-gamma alone, no compound;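 active = activation above the screen-wide mean activation plus 3 SD, cut at about 130% in these data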;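 note: raw ratio to IFN-gamma control signal so 100% means no change and 0% no light; values of inactives mirror those of a sister screen read the other way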
FLuc stim CS – FLuc activators, initial screening, artefact control for FLuc-dependent activation tests, biochemical, ATPlite luminescence | Luciferin 4-monooxygenase (Photinus pyralis), P08659 | 200,000 tested, under 10 active | ATPlite luciferase biochemical, 10 min; 0 = ATP-free wells, 1 = DMSO control | activation factor at 10 µM;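 active = luciferase activation factor, scaled between plate controls, of at least 2 with compound at 10 µM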
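test system = cell-free luciferase reagent | medium = PBS as buffer for the ATP substrate | dosing = test compounds dosed from 2 mM stocks in 100% DMSO | incubation = 10 min at ambient temperature | detection = luminescence measurement of luciferase light output | benchmarks = low control with PBS replacing ATP, high control enzyme plus ATP without compound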
G6PDH CS – L. mesenteroides G6PDH inhibitors, counter-screen for G6PDH-coupled screening assays, biochemical, Leuconostoc mesenteroides enzyme; Purified L. mesenteroides G6PDH, diaphorase/resazurin coupled fluorescence, 45 min; glucose-6-phosphate dehydrogenase [Leuconostoc mesenteroides]; inhibition, % at 5 µM; 200,000 tested, 0.12% active; in the data active = inhibition above about 50%
DTT redox prof – compounds producing H2O2 with reducing agent – biochemical, NIH compound library profiling, artefact control for MLSCN library redox annotation, primary screen. DTT-dependent redox cycling H2O2, phenol red/HRP absorbance; 100% = 100 µM peroxide control, 0% = buffer. activation, % at 10 µM. 200,000 tested, 0.03% active;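 active = activation of at least 50% relative to the plate's high and low controls in the primary single-dose screen; inactive = activation below 50%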;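 note: compound incubated with DTT at 0.8 mM final as the reducing agent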
APP 5UTR inh – inhibitors of APP translation via 5'UTR reporter, primary screen, APP 5'UTR luciferase, SH-SY5Y cells; AID 1285, 2008; inhibition, % at 2 µM; 190,000 tested, 0.82% active; SH-SY5Y APP 5'UTR-luciferase reporter, luminescence;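 active = inhibition above a set limit, derived from the sample mean plus 3 SD, cut at about 45% in these data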; note: values of inactives mirror those of a sister screen read the other way
The depositor's hits bear a star; · = not tested or not shown.

SMILES	FLuc inhib CS	Hsp70 activator	APP 5'UTR act	Efa HMGR inh	NF-kB expr up	STAT1 activator	FLuc stim CS	G6PDH CS	DTT redox prof	APP 5UTR inh
CCOC(=O)c1c(C)[nH]c(C(=O)COC(=O)C23CC4CC(CC(Cl)(C4)C2)C3)c1C	-4	0.0	-11	5	1.1	93	1	8	0.1	11
CCOC(=O)C1=C(C)N=c2s/c(=C3/C(=O)Nc4ccccc43)c(=O)n2C1c1ccc(C)cc1 (centres undefined)	8	0.0	19	-4	0.93	99	0.9	8	-0.1	-19
COC(=O)c1c(C)noc1-c1cc(C)on1	-4	-0.2	1	2	1.3	93	1	5	0.7	-1
CCOC(=O)c1c(CSc2nc(C)cc(C)c2C#N)n(C)c2cc(Br)c(OC(C)=O)cc12	-7	-0.2	8	4	1.5	100	1.1	-17	-0.2	-8
Cn1cnnc1SCC(=O)n1c2ccccc2c2ccccc21	-2	-0.3	15	-2	0.99	103	1	3	1.0	-15
CCOc1ccc(CC(=O)OCn2nnc3ccccc3c2=O)cc1	-7	-0.2	-8	2	1.1	105	1.1	4	-0.9	8
COc1ncnc2c1NC(=O)CS2	-7	-0.3	17	-3	0.99	105	1.1	3	2.5	-17
CS(=O)(=O)N1CCC(C(=O)N2CCc3ccccc3C2)CC1	-1	0.0	0	-5	1.3	95	1	18	0.3	0
COC(=O)CN1CC(=O)N(c2ccccc2)C1=S	3	-0.1	-8	1	0.93	102	1	19	0.3	8
COc1cc(/C=N/NC(=O)C2c3ccccc3Oc3ccccc32)ccc1O	2	-0.1	5	-5	1.5	98	1	-2	-11	-5
O=c1[nH]c2cc3c(cc2cc1C(c1nnnn1CC1CCCO1)N1CCCCCC1)OCCO3 (centres undefined)	-5	-0.5	-8	2	1	98	1.1	-5	2.4	8
COc1ccccc1-c1nc2ccccc2nc1-c1ccccc1	-4	-0.3	0	-5	1.1	101	1	-2	-0.2	0
Clc1ccc(C(c2nnnn2C2CCCCC2)N(Cc2cccnc2)Cc2ccco2)cc1 (centres undefined)	-5	0.5	-17	-10	0.7	96	1	6	2.4	17
O=C(COc1ccccc1[N+](=O)[O-])N1CCN(S(=O)(=O)c2ccccc2)CC1	-3	-0.4	2	4	1.1	101	1	-3	-0.7	-2
O=C(NCCCO)C(=O)c1c(-c2ccccc2)cc2ccccn12	-7	-0.3	-18	0	1.2	103	1.1	2	-1.7	18
Cc1csc2nc(CNS(=O)(=O)N(C)C)cn12	-5	-0.3	3	2	0.92	104	1.1	-1	-1.5	-3
Cc1ccc(S(=O)(=O)NCCCCC(NC(=O)OC(C)(C)C)C(=O)O)cc1 (centres undefined) (tested in a mixture with another compound)	-10	-0.3	-2	-1	1.1	106	1.1	10	0.9	2
CC(c1ccccc1)C1CC(=O)N(C2CCCCC2)C1=O (centres undefined)	-5	-0.3	2	-1	1.4	105	1.1	-2	0.1	-2
Nc1nnc(CSCc2ccc(Cl)cc2)s1	-1	-0.2	6	-2	0.98	102	1	-2	0.9	-6
N#C/C(=C\c1ccc(-c2cccc([N+](=O)[O-])c2)o1)c1nnc(N2CCOCC2)n1-c1ccccc1	-4	-0.4	-19	-1	0.46	105	1	15	0.2	19
CC(=O)c1cccc(NC(=O)C2C(c3ccccc3)C2(Cl)Cl)c1 (centres undefined)	-6	-0.1	5	4	0.85	90	1.1	1	-0.3	-5
CC(C)Oc1ccc(CSc2nnc3n(C)c(=O)c4c5c(sc4n23)CCCC5)cc1	·	0.0	13	·	·	104	·	·	0.0	-13
CCCCn1cnc2sc(-c3ccccc3)cc2c1=O	8	0.1	0	1	5.9*	162*	0.9	7	1.1	0
CCC(=O)NC(=S)Nc1ccc(N2CCOCC2)cc1	14	-0.1	19	-2	1.7	121	0.9	1	0.1	-19
CN1CCN(C(=O)c2ccccc2N(Cc2ccccc2)S(=O)(=O)c2ccccc2)CC1	-8	-0.5	-14	3	1.4	102	1.1	3	-4.9	14
CN(C(=O)c1ccccn1)c1nnc(-c2cccnc2)s1	9	-0.1	-1	-4	1.1	122	0.9	7	2.9	1
Cc1ccccc1C(=O)NC(=S)Nc1ccc(Cc2ccncc2)cc1	-4	-0.3	20	-2	1.8	108	1	7	0.1	-20
O=C(NC1CCN(C(=S)NCc2ccco2)CC1)C1CCCCC1	-4	-0.1	1	-6	1.2	97	1	5	1.9	-1
COc1ccc(-c2ccc(=O)[nH]n2)cc1	-9	-0.1	3	1	1.8	105	1.1	0	0.8	-3
CCCC12CN3CC(C)(CN(C1)C3c1ccc(OC)cc1)C2=O (centres undefined)	-6	-0.4	12	-1	1.1	98	1.1	-5	1.7	-12
CCCN1CC=C2C(C#N)=C(N)C(C#N)(C#N)C(c3cc(OC)ccc3OC)C2C1 (centres undefined)	-5	0.6	-10	2	1.1	98	1.1	16	-0.1	10
CC(=O)N/C(=C/c1ccc(OS(=O)(=O)c2ccc(C)cc2)cc1)C(=O)NCCO	0	-0.2	-12	-4	1.2	97	1	18	0.0	12
N#CCn1nnc(-c2ccc3c(c2)OCO3)n1	3	-0.2	0	2	1.1	100	1	1	2.1	0
O=c1[nH]n(CC2COC3(CCCCC3)O2)c(=O)c2ccccc12 (centres undefined)	-2	0.3	15	0	2.1	111	1	12	0.9	-15
O=C(c1cccn(Cc2ccc(C(F)(F)F)cc2)c1=O)N1CCOCC1	-9	-0.2	25	-7	1	100	1.1	1	-1.6	-25
Cc1ccc(NC(=O)/C(=C\c2ccccc2)NC(=O)/C=C/c2ccccc2)cc1	1	0.2	14	·	1.1	109	1	0	1.1	-14
C=CCc1cc(OC)ccc1OCCOCCN1CCc2ccccc2C1	-6	0.4	6	-1	0.8	99	1.1	5	-1.0	-6
CCOc1ccccc1NC(=O)C(CC(C)C)NC(=O)C1CCCCC1 (centres undefined)	-2	0.0	10	0	1	94	1	-2	0.0	-10
CCN(CC)S(=O)(=O)c1ccc2c(c1)nc(CCC(=O)OCC(=O)Nc1cc(Cl)cc(Cl)c1)n2C	-4	-0.2	-8	-1	1.1	95	1	-14	-0.4	8
CC1CN(CC(O)COc2ccc(C(C)C)cc2)CC(C)O1 (centres undefined)	-6	-0.1	-1	-2	1.1	94	1.1	-11	1.3	1
COc1ccc(NC(=O)Cn2c(CCC(=O)O)ccc2-c2ccc(C)cc2)cc1	0	0.2	29	-9	1.1	102	1	14	-2.0	-29
O=C(Nc1ccc(-c2nnn(CC(=O)N3CCN(C(=O)c4ccco4)CC3)n2)cc1)c1ccc(F)cc1	3	-0.1	9	1	1.1	105	1	-8	-1.4	-9
CC(C)NC(=O)COC(=O)c1cccc(NS(=O)(=O)/C=C/c2ccccc2)c1	0	-0.1	-12	-2	1.4	104	1	11	-0.3	12
O=C(N/N=C/C=C/c1ccc(Br)cc1)C(O)c1ccccc1 (centres undefined)	-6	-0.3	-17	-7	1.2	99	1.1	6	0.5	17
CCN1CCN(c2ccc(NC(=O)c3cccc(OCc4ccccc4)c3)cc2)CC1	2	-0.1	·	-4	1.2	101	1	12	0.1	·
O=C(c1cc2nc(-c3ccc(F)cc3)cc(C(F)(F)F)n2n1)N1CCCC1	-7	0.3	1	4	1	86	1.1	-2	-0.2	-1
Cc1cccc(OCCCC(=O)NCC(=O)Nc2cccc(C)c2C)c1	-6	-0.3	14	-5	1.1	103	1.1	4	-0.5	-14
COC(=O)c1cc2sccc2n1CC(=O)Nc1ccc(OC)c(OC)c1OC	-7	-0.1	12	1	0.86	97	1.1	-13	3.3	-12
CC(=O)c1cnc2cc(C)nn2c1C	-3	-0.1	-1	-1	1	112	1	4	2.0	1
CC(C)CSc1ccc(S(=O)(=O)NCC(=O)O)cc1[N+](=O)[O-]	-3	-0.2	-5	-2	1.1	102	1	2	0.0	5
c1ccc2nc(-c3nc4ccccc4o3)ccc2c1	88*	-0.4	115	0	1.1	64	0.1	8	0.5	-115
Cc1ccc(/C=C/C(=O)Nc2nn[nH]n2)o1	-5	-0.2	3	0	1.1	101	1	-2	-0.4	-3
CCc1nc(Nc2ccc(OC)c(OC)c2)c2nnn(Cc3ccccc3Cl)c2n1	-2	-0.4	-10	-3	1.4	78	1	-5	1.4	10
Cc1ccc(S(=O)(=O)NC(=O)Nc2ncc3c(n2)CC(c2ccco2)CC3=O)cc1 (centres undefined)	-7	-0.4	12	0	0.99	99	1.1	3	0.3	-12
CCOC(=O)COc1cnc2ccccc2n1	-3	-0.3	-22	3	1.2	104	1	0	-2.0	22
Cn1c(C(=O)NCC2CCCO2)cc2oc3ccccc3c21 (centres undefined)	11	0.3	117	-3	2.3	144*	0.9	-4	-0.6	-117
O=C(CCNC(=O)c1ccccc1Cl)NCC12CC3CC(CC(C3)C1)C2	-3	-0.5	18	-5	0.91	112	1	-9	0.2	-18
CCCCNC(=O)C1(NC(=O)Nc2ccc(C)cc2)CCCCC1	0	-0.2	-8	1	0.86	97	1	7	-3.0	8
CCc1ccc(OCC(=O)N2c3ccccc3CCc3ccccc32)cc1	-4	-0.2	-12	-2	1.3	97	1	-2	-0.5	12
O=S1(=O)CCN(Cc2ccc(Cl)cc2)CC1	4	-0.4	1	0	1.1	96	1	8	0.2	-1
(more compounds)
SMILES	FLuc inhib CS	Hsp70 activator	APP 5'UTR act	Efa HMGR inh	NF-kB expr up	STAT1 activator	FLuc stim CS	G6PDH CS	DTT redox prof	APP 5UTR inh
Cc1ccc(S(=O)(=O)C2(C(=O)N(C)C3CCCCC3)CC2)cc1	-2	0.2	-1	1	1.3	102	1	8	0.7	1
Cc1ccc(C(=O)NCCc2cc3ccc(C)c(C)c3[nH]c2=O)cc1[N+](=O)[O-]	-6	-0.3	1	-3	1.2	89	1.1	0	-0.3	-1
CC(C)NC(=O)c1ccc(N2CCOCC2)nc1	-6	-0.2	21	-1	1.1	98	1.1	1	0.0	-21
Cc1cc(Br)c(S(=O)(=O)n2nnc3ccccc32)cc1C	0	0.2	18	-2	1.2	99	1	3	0.4	-18
N#Cc1c(NC(=O)c2cc(-n3cnnc3)ccc2Cl)sc2c1CCCC2	-6	-0.1	1	-5	0.87	94	1.1	-19	0.6	-1

Random draw from the library, and some 5.3% of all compounds hit somewhere here.
